SKBR3 24h inh – SK-BR-3 proliferation inhibitors. viability, % at 10 µM. AID 847. SK-BR-3 viability, CellTiter-Glo ATP luminescence, 24 h; active compounds read low. actives 0.47% (n = 41,000);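 active = viability at or below the median of all test compounds minus 3 SD, in both replicates if run twice, cut at about 45% in these data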;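 note: 100% = median untreated cell wells and 0% = median positive control drug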
Active calls of the source: *.

Start of the listing, in advance:
Results for CCOC(=O)N1CCC(NCCNC(=O)c2ccccc2Cl)CC1 ?
SKBR3 24h inh: 79

Results for CCN(CC)C(=O)C1CCN(c2ncnc3c2cnn3-c2ccc(C)cc2C)CC1 ?
SKBR3 24h inh: 90

Results for Cc1nn2c(N3CCOCC3)c3c(nc2c1-c1ccccc1)CCCC3 ?
SKBR3 24h inh: 102

What do the screens show for `COc1ccc(OC)c(-n2c(CN3CCC(C(N)=O)CC3)nc3ccccc3c2=O)c1`?
SKBR3 24h inh: 80

Results for O=c1c(-c2ccc(Br)cc2)coc2c(CN3CCOCC3)c(O)ccc12 ?
SKBR3 24h inh: 78

Results for Cc1cccc(-n2c(SCC(=O)Nc3nnc(C)s3)nnc2-c2ccoc2C)c1 ?
SKBR3 24h inh: 71

What do the screens show for `COCCOC(=O)c1c(C)oc2ccc(OC(=O)c3ccc4c(c3)OCO4)cc12`?
SKBR3 24h inh: 99

What do the screens show for `CN1CCN(C(=O)CSc2nc(-c3cccs3)cc(-c3cccs3)c2C#N)CC1`?
SKBR3 24h inh: 81

Results for COc1ccc(CN(CC(=O)NCC2CCCO2)C(=O)CCC(=O)Nc2cc(C)ccn2)cc1 (stereo not drawn) ?
SKBR3 24h inh: 102

Results for CCCC(=O)Nc1ccccc1NC(=O)CN(C)S(=O)(=O)c1ccccc1 ?
SKBR3 24h inh: 89

What do the screens show for `COc1ccc(Cl)cc1N=Cc1c(O)cc(C)oc1=O`?
SKBR3 24h inh: 89

How did Cc1ccc(SCCNC(=O)C(C)C)cc1 do in these assays?
SKBR3 24h inh: 97

All compounds of this part, from the first entry:
Results for CCOC(=O)N1CCC(NCCNC(=O)c2ccccc2Cl)CC1 ?
SKBR3 24h inh: 79

Results for CCN(CC)C(=O)C1CCN(c2ncnc3c2cnn3-c2ccc(C)cc2C)CC1 ?
SKBR3 24h inh: 90

Results for Cc1nn2c(N3CCOCC3)c3c(nc2c1-c1ccccc1)CCCC3 ?
SKBR3 24h inh: 102

What do the screens show for `COc1ccc(OC)c(-n2c(CN3CCC(C(N)=O)CC3)nc3ccccc3c2=O)c1`?
SKBR3 24h inh: 80

Results for O=c1c(-c2ccc(Br)cc2)coc2c(CN3CCOCC3)c(O)ccc12 ?
SKBR3 24h inh: 78

Results for Cc1cccc(-n2c(SCC(=O)Nc3nnc(C)s3)nnc2-c2ccoc2C)c1 ?
SKBR3 24h inh: 71

What do the screens show for `COCCOC(=O)c1c(C)oc2ccc(OC(=O)c3ccc4c(c3)OCO4)cc12`?
SKBR3 24h inh: 99

What do the screens show for `CN1CCN(C(=O)CSc2nc(-c3cccs3)cc(-c3cccs3)c2C#N)CC1`?
SKBR3 24h inh: 81

Results for COc1ccc(CN(CC(=O)NCC2CCCO2)C(=O)CCC(=O)Nc2cc(C)ccn2)cc1 (stereo not drawn) ?
SKBR3 24h inh: 102

Results for CCCC(=O)Nc1ccccc1NC(=O)CN(C)S(=O)(=O)c1ccccc1 ?
SKBR3 24h inh: 89

What do the screens show for `COc1ccc(Cl)cc1N=Cc1c(O)cc(C)oc1=O`?
SKBR3 24h inh: 89

How did Cc1ccc(SCCNC(=O)C(C)C)cc1 do in these assays?
SKBR3 24h inh: 97

What do the screens show for `COc1cc(C2/C(=C(\O)c3cc(C)ccc3C)C(=O)C(=O)N2CCN(C)C)ccc1O` (stereo not drawn)?
SKBR3 24h inh: 72

What do the screens show for `N#CCSc1nnc(Cc2cccc3ccccc23)n1C1CCCCC1`?
SKBR3 24h inh: 72

What do the screens show for `CCC(Sc1nc(=O)cc(N)n1-c1ccccc1)C(=O)Nc1ccc(Cl)cn1` (stereo not drawn)?
SKBR3 24h inh: 112

How did Cc1cc(C)c2[nH]c(=O)c(CN(CC3CCCO3)C(=O)C3CCCO3)cc2c1 (stereo not drawn) do in these assays?
SKBR3 24h inh: 95

Results for CN(C(=O)c1cnc(N2CCN(c3ncccn3)CC2)c2ccccc12)c1ccc(Cl)cc1 ?
SKBR3 24h inh: 148

What do the screens show for `COc1ccc(OCC(=O)N2CCN(c3nnc(-c4ccccc4)c4ccccc34)CC2)cc1`?
SKBR3 24h inh: 80

What do the screens show for `COc1ccc(S(=O)(=O)N(CC(=O)N2CCN(C)CC2)C2CCCCC2)cc1OC`?
SKBR3 24h inh: 89

Results for Cc1ccc(NC(=O)c2ccc(S(=O)(=O)NCC3CCCO3)cc2)cc1 (stereo not drawn) ?
SKBR3 24h inh: 47

What do the screens show for `Cc1cc2c3nonc3ccc2n1C`?
SKBR3 24h inh: 113

Results for O=C(NCCCN1CCN(CCCNC(=O)c2ccc(F)cc2)CC1)c1ccc(F)cc1 ?
SKBR3 24h inh: 87

What do the screens show for `CCOc1cccc2cc(C(=O)Nc3cc(C)on3)c(=O)oc12`?
SKBR3 24h inh: 86

Results for O=C(NCc1ccco1)c1cc2sccc2n1Cc1ccccc1 ?
SKBR3 24h inh: 154

What do the screens show for `CCC(=NC(CC)CO)C1=C(O)CC(C)(C)CC1=O` (stereo not drawn)?
SKBR3 24h inh: 92

How did Cc1cnc(NC(=O)c2c(O)c3cccc4c3n(c2=O)CCC4)s1 do in these assays?
SKBR3 24h inh: 107

Results for Cn1cccc1/C=N/n1cnnc1 ?
SKBR3 24h inh: 84

What do the screens show for `Cc1cc(C(=O)N2CCN(c3ncccn3)CC2)c(C)o1`?
SKBR3 24h inh: 103

Results for Cc1nn(Cc2ccc(C(=O)NC(C)(C)C)o2)c(C)c1Br ?
SKBR3 24h inh: 81

What do the screens show for `CCn1c(SCC(=O)Nc2cccc(F)c2)nnc1-c1cc2cc(Br)ccc2o1`?
SKBR3 24h inh: 88

Results for COC(=O)c1cccc(NS(=O)(=O)c2cccs2)c1C ?
SKBR3 24h inh: 103

What do the screens show for `CC(C)(C)n1ncc2c(=O)n(CC(=O)N3CCN(c4ccccc4)CC3)cnc21`?
SKBR3 24h inh: 77

How did CCC(C(=O)N1CC2(C)CC1CC(C)(C)C2)N1C(=O)c2ccccc2C1=O (stereo not drawn) do in these assays?
SKBR3 24h inh: 97

How did COC(=O)CCP(=O)(O)Cc1ccccc1CP(=O)(O)CCC(=O)OC do in these assays?
SKBR3 24h inh: 97

How did COc1cccc(-c2nn(-c3ccccc3)cc2C(=O)Nc2nccs2)c1 do in these assays?
SKBR3 24h inh: 80

Results for O=C(CN(C(=O)CSc1nnc(COc2ccccc2)o1)c1ccc(F)cc1)NC1CCCCC1 ?
SKBR3 24h inh: 97

What do the screens show for `CC(=O)O[C@H]1C(=O)[C@]2(C)[C@H]([C@H](OC(=O)c3ccccc3)[C@]3(O)C[C@H](OC(=O)[C@H](O)[C@@H](NC(=O)c4ccccc4)c4ccccc4)C(C)=C1C3(C)C)[C@]1(OC(C)=O)CO[C@@H]1C[C@@H]2O`?
SKBR3 24h inh: 91

Results for Cc1nn(-c2cc(C)c3ccccc3n2)c2c1CCC2 ?
SKBR3 24h inh: 86

Results for CCOC(=O)Nc1ccc2c(c1)N(C(=O)CCN(C)C)c1ccccc1S2 ?
SKBR3 24h inh: 73

How did O=C(COc1ccc2ccccc2c1Br)Nc1ncn[nH]1 do in these assays?
SKBR3 24h inh: 88

Results for O=C(Nc1ccc(Cl)cn1)c1ccc(COCC(F)(F)C(F)F)o1 ?
SKBR3 24h inh: 92

Results for COc1cc2nc(C)sc2cc1SC ?
SKBR3 24h inh: 100

Results for C=CCN1C(=O)C2(C(C#N)=C(N)Oc3n[nH]c(CCC)c32)c2ccccc21 (stereo not drawn) ?
SKBR3 24h inh: 82

Results for C=CCn1c(SCC(=O)c2ccc(NS(=O)(=O)c3ccccc3)cc2)nnc1-c1cccs1 ?
SKBR3 24h inh: 81

How did CCOC(=O)C(C(=O)N1CCOCC1)C1CCCCC1 (stereo not drawn) do in these assays?
SKBR3 24h inh: 91

Results for CCn1c(SCC(=O)NC)nnc1C(C)C ?
SKBR3 24h inh: 96

What do the screens show for `COc1cc(C2Nc3cccc4cccc(c34)N2)ccc1OC(C)=O`?
SKBR3 24h inh: 88

How did CCOc1cc(C2C(C#N)=C(N)Oc3n[nH]c(C)c32)ccc1OCCN1CCOCC1 (stereo not drawn) do in these assays?
SKBR3 24h inh: 87

How did O=C(OCCN1C(=O)c2ccccc2C1=O)C1CCN(S(=O)(=O)c2cccs2)CC1 do in these assays?
SKBR3 24h inh: 92

Results for COc1ccc(C2C3=C(OC(C)=O)c4ccccc4C3=Nc3c2c(=O)n(C)c(=O)n3C)cc1 (stereo not drawn) ?
SKBR3 24h inh: 86

How did COc1ccc(C(C)NC(=O)C2C(=O)NC3(C)CC2c2ccccc2O3)cc1 (stereo not drawn) do in these assays?
SKBR3 24h inh: 88

Results for O=C(O)CCN1C(=O)CC2(CCCCC2)C1=O ?
SKBR3 24h inh: 76

What do the screens show for `COCc1cc(C)nc(N2CCN(c3ccccc3)CC2)c1C#N`?
SKBR3 24h inh: 126

What do the screens show for `CC1(C)Cc2c(sc3nc(NCCN4CCOCC4)n4ncnc4c23)CO1`?
SKBR3 24h inh: 82

Results for Cc1nnc(SCC(=O)Nc2nccs2)[nH]c1=O ?
SKBR3 24h inh: 96

How did Cc1[nH]c(=O)[nH]c(=O)c1NC(=O)c1cccs1 do in these assays?
SKBR3 24h inh: 96

What do the screens show for `Cc1cccc(N(CC(O)CN(C)C)S(=O)(=O)c2ccccc2)c1` (stereo not drawn)?
SKBR3 24h inh: 88

Results for Cc1nc(SCC(=O)c2ccccc2)c(C#N)c(-c2ccco2)c1C(=O)NCc1ccco1 ?
SKBR3 24h inh: 78

How did Cc1cc2n(n1)C(c1ccc3c(c1)OCO3)Nc1ccccc1-2 (stereo not drawn) do in these assays?
SKBR3 24h inh: 77

What do the screens show for `CCOc1ccc2[nH]c(=O)c(CN(CC3CCCN3CC)C(=O)NCc3ccccc3)cc2c1` (stereo not drawn)?
SKBR3 24h inh: 66

What do the screens show for `COCCNC(=O)c1ccc2c(=O)n(CCOC)c(=O)[nH]c2c1`?
SKBR3 24h inh: 70

How did Cn1c(=O)n(C)c2cc(S(=O)(=O)O)ccc21 do in these assays?
SKBR3 24h inh: 108

Results for CCOc1ccccc1C(=O)N(CN1CCCC1=O)c1ccc(C)c(Cl)c1 ?
SKBR3 24h inh: 108

Results for Cc1nn(C)c(C)c1NC(=O)CSc1nnc(C)n1-c1ccccc1 ?
SKBR3 24h inh: 95

What do the screens show for `Cc1cc2cc(CCNS(C)(=O)=O)c(=O)[nH]c2cc1C`?
SKBR3 24h inh: 97

What do the screens show for `CP(=O)(COC(=O)c1ccccc1)COC(=O)c1ccccc1`?
SKBR3 24h inh: 82

What do the screens show for `COC(=O)c1cccc(S(=O)(=O)N(Cc2ccco2)Cc2cc3ccc(OC)cc3[nH]c2=O)c1`?
SKBR3 24h inh: 90

Results for CCc1cc2c(NCC(=O)O)ncnc2s1 ?
SKBR3 24h inh: 137

Results for COc1ccc(C)cc1N(CC(=O)O)S(=O)(=O)c1ccc(C)cc1 ?
SKBR3 24h inh: 83

How did CN(C)c1ccc(C(CC(=O)O)NC(=O)c2ccc(Cl)cc2)cc1 (stereo not drawn) do in these assays?
SKBR3 24h inh: 62

Random excerpt: 2 entries already listed
How did COC(=O)CCP(=O)(O)Cc1ccccc1CP(=O)(O)CCC(=O)OC do in these assays?
SKBR3 24h inh: 97

What do the screens show for `COc1ccc(Cl)cc1N=Cc1c(O)cc(C)oc1=O`?
SKBR3 24h inh: 89

Additional results.
What do the screens show for `CCSc1nc2c(c(=O)[nH]c(=O)n2C)n1C`?
SKBR3 24h inh: 91

How did COc1ccc(-c2cc(C(F)(F)F)nc(S(C)(=O)=O)n2)cc1OC do in these assays?
SKBR3 24h inh: 52

How did CS(=O)(=O)N(CC(=O)N1CCN(c2ccccc2)CC1)c1cc(C(F)(F)F)ccc1Cl do in these assays?
SKBR3 24h inh: 72

Results for O=C(CSc1nc(-c2ccco2)cc(C(F)(F)F)n1)N1CCSCC1 ?
SKBR3 24h inh: 82

What do the screens show for `Cc1ccccc1OCc1nc2c3cnn(C)c3ncn2n1`?
SKBR3 24h inh: 97

Results for CCOc1cccc(-c2nnc3sc(-c4cc(OC)c(OC)cc4OC)nn23)c1 ?
SKBR3 24h inh: 83

How did COc1ccccc1-c1nc2s/c(=C\c3cccs3)c(=O)n2n1 do in these assays?
SKBR3 24h inh: 83

Results for CC(C)C(=O)Nc1c2c(nc3c1CCC3)CCCC2 ?
SKBR3 24h inh: 108

Results for COCCOC(=O)C1=C(C)NC(=O)NC1C1CC=CCC1 (stereo not drawn) ?
SKBR3 24h inh: 96

Results for O=C(Nc1nonc1NC(=O)C1CCCCC1)C1CCCCC1 ?
SKBR3 24h inh: 86

Results for CCN1CCN(c2ccc(NC(=O)COc3ccccc3Cl)cc2)CC1 ?
SKBR3 24h inh: 87

What do the screens show for `COc1cccc(N(CC(=O)Nc2ccccc2C)S(C)(=O)=O)c1`?
SKBR3 24h inh: 81

What do the screens show for `CCOC(=O)N1CCN(Cc2cc(=O)oc3ccc4ccccc4c23)CC1`?
SKBR3 24h inh: 63

How did Cc1cnc(-c2nnc(N(C)C(=O)c3ccncc3)s2)cn1 do in these assays?
SKBR3 24h inh: 83

How did COc1ccc(N2CCN(C(c3ccco3)c3sc4nc(C)nn4c3O)CC2)cc1 (stereo not drawn) do in these assays?
SKBR3 24h inh: 128

How did CC(C)NC(=O)C1(O)c2ccccc2NC(=O)N1c1ccc(Cl)c(Cl)c1 (stereo not drawn) do in these assays?
SKBR3 24h inh: 96

What do the screens show for `CCOC(=O)c1[nH]c2ccccc2c1NC(=O)CN(C)C`?
SKBR3 24h inh: 75

What do the screens show for `C/C(=N\O)C(=O)NCC1CCNCC1`?
SKBR3 24h inh: 99

What do the screens show for `CC(=O)Nc1ccc(OCC(O)Cn2nc(C)c(C(C)=O)c2C)cc1` (stereo not drawn)?
SKBR3 24h inh: 95

How did CCOC(=O)Cn1c(N2CCCCCC2)nc2c1c(=O)[nH]c(=O)n2C do in these assays?
SKBR3 24h inh: 99

What do the screens show for `OC(CNCCCN1CCCCC1)COc1ccccc1` (stereo not drawn)?
SKBR3 24h inh: 105

How did COc1ccc(C2C3=C(CC(C)(C)CC3=O)Nc3n[nH]c(C)c32)cc1 (stereo not drawn) do in these assays?
SKBR3 24h inh: 70

What do the screens show for `O=C1CN(C(=O)c2ccco2)C(c2ccc(F)cc2)c2cc(Cl)ccc2N1` (stereo not drawn)?
SKBR3 24h inh: 89

What do the screens show for `C=CCNc1oc(-c2cccc3ccccc23)nc1C#N`?
SKBR3 24h inh: 86

What do the screens show for `Cc1oc(CC(C)C)c(CN2CCCC2)c1C(=O)O`?
SKBR3 24h inh: 92

What do the screens show for `Cc1cc(C)n(C(=O)CCC(=O)NCc2ccccc2)n1`?
SKBR3 24h inh: 100

This is a subset; the hit share may differ from the screen's.
